# GPR55 LPI antagonism = inhibition of LPI-stimulated GPR55 beta-arrestin translocation – imaging, U2OS, beta-arrestin-GFP, LPI agonist, primary screen (AID 2013); U2OS GPR55 beta-arrestin-GFP translocation imaging, LPI antagonism; higher % means a stronger effect; inhibition, % at 10 µM; hits with a dose series show IC50 in µM; 290,000 compounds, 0.13% hits;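 active = spots per cell inhibited over 60%, with over 100 cells counted and total cytoplasm intensity under 500,000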;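 note: U2OS cells stably carrying GPR55 and arrestin-GFP stimulated by 5 µM LPI near EC80; imaged beta-arrestin-GFP aggregate spots per cell after agonist stimulation; plate controls were LPI-stimulated DMSO wells for no effect and DMSO wells without LPI for full effect; some results filed as inactive read as strong as hits; confirmed hits need IC50 under 10 µM and bright autofluorescent wells are also inconclusive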
# AID2073 = disruptors of CaV2.2 binding to Mint1 – biochemical, HTRF (AID 2073); HTRF protein-protein interaction, Mint1-CaV2.2; higher % means a stronger effect; inhibition, % at 20 µM; hits with a dose series show IC50 in µM; 290,000 compounds, 0.19% hits; in the data active = inhibition mostly above about 51%, no sharp cut-off; note: some results filed as inactive read as strong as hits
# KOR beta-arrestin-1 = kappa opioid receptor blockers – cell-based, luminescence, uHTS (AID 1778). inhibition, % at 10 µM; hits with a dose series show IC50 in µM. KOR beta-arrestin recruitment, luminescence, antagonist mode; higher % means a stronger effect. 290,000 compounds, 0.091% hits; in the data active = inhibition above about 50%; note: strong numbers were not always called active
# HIV peptide binding = cell-free HIV fusion peptide-binding blockers – biochemical, uHTS, fluorescence dequenching, primary screen (AID 1986); inhibition, % at 20 µM; hits with a dose series show IC50 in µM; 290,000 compounds, 0.3% hits; cell-free peptide binding, fluorescence dequenching, 30 min; higher % means a stronger effect; in the data active = inhibition mostly above about 52%, no sharp cut-off; inactive = mostly below about 76%; note: some results filed as inactive read as strong as hits
# Siah-1 displacement = Siah-1 peptide-binding antagonists, primary screen, biochemical, fluorescence polarization, rhodamine-plectin, uHTS (AID 1817) | 290,000 compounds, 0.02% hits | one-dose displacement, % at 20 µM; IC50 in µM for titrated hits | Siah-1 / rhodamine-plectin peptide fluorescence polarization; higher % means a stronger effect;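 active = displacement of at least 50% at 20 µM, with a fluorescence ratio check between 0.3 and a set limit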;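 note: plate controls were Siah plus tracer with DMSO for no effect and tracer alone without Siah for full effect; strong numbers were not always called active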
# GPR55 beta-arrestin = selective activators of receptor GPR55 – imaging, U2OS cells, beta-arrestin-GFP redistribution, primary screen (AID 1961); U2OS GPR55 beta-arrestin-GFP redistribution imaging; higher % means a stronger effect; 290,000 compounds, 0.048% hits; activation, % at 10 µM, or EC50 in µM where a hit was titrated;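 active = activation above 40% with more than 50 cells counted in the well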;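 note: U2OS osteosarcoma cells stably expressing GPR55 and beta-arrestin-GFP; plate controls were DMSO negative control for no effect and LPI positive control for full effect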
# KOR beta-arrestin-2 = KOR agonists, beta-arrestin recruitment, primary screen, cell-based, luminescence, uHTS (AID 1777); KOR beta-arrestin recruitment, luminescence; higher % means a stronger effect; one-dose activation, % at 10 µM; EC50 in µM for titrated hits; 280,000 compounds, 0.02% hits; in the data active = activation above about 50%, passing the limit was not always enough; note: a part of the inactive calls stands beside numbers as strong as those of hits
# NOD1 NF-kB reporter = NOD1 signaling inhibitors, primary screen, cell-based, luminescence, uHTS (AID 1578); NOD1-driven NF-kB luciferase reporter cells, luminescence; higher % means a stronger effect; inhibition, % at 4 µM, or EC50 in µM where a hit was titrated; 290,000 compounds, 1% hits; in the data active = inhibition mostly above about 36%, no sharp cut-off; inactive = mostly below about 34%;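 note: HEK-293T reporter cells stimulated with the NOD1 agonist gamma-tri-DAP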
# GPR35 arrestin U2OS = GPR35 antagonists blocking zaprinast-driven arrestin recruitment, primary screen, imaging, U2OS, beta-arrestin-GFP, zaprinast agonist (AID 2058); one-dose inhibition, % at 10 µM; IC50 in µM for titrated hits; U2OS GPR35 beta-arrestin-GFP translocation imaging, zaprinast antagonism; higher % means a stronger effect; 290,000 compounds, 0.052% hits;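 active = inhibition of at least 50% with at least 30 cells and total cytoplasm GFP at most 10,000,000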
# * = called active by the depositor; x = no result given; [ ] = another dose, or the depositor's remark.
# Below each compound: GPR55 LPI antagonism	AID2073	KOR beta-arrestin-1	HIV peptide binding	Siah-1 displacement	GPR55 beta-arrestin	KOR beta-arrestin-2	NOD1 NF-kB reporter	GPR35 arrestin U2OS
- O=C(Nc1ccnc(-c2ccncc2)n1)c1ccc(Cl)cc1
  -4%	8%	-84%[20 µM]	2.0%	-2%	0.2%	1.5%	-12%	-6%
- CCc1nnc(NC(=O)CSc2nnc(-c3ccco3)n2CC)s1
  -1%	12%	25%	-0.1%	6%	0.2%	6.1%	16%	-11%
- O=C(O)Cn1c(O)c(C2=c3ccccc3=NC2=O)sc1=O
  7%	20%	4%	-3.9%	-3%	0.0%	-3.0%	-1%	0%
- Nc1nonc1C(=O)NCCNS(=O)(=O)c1ccc(Br)cc1
  4%	6%	-78%	1.4%	4%	0.1%	-1.7%	0%	-10%
- O=C(CSc1nc2ccccc2s1)NNC(=S)Nc1ccccc1
  8%	-18%	-10%	-3.1%	-4%	1.3%	4.5%	44%	4%
- CCCCNC(=O)C1CCN(S(=O)(=O)N2CCOCC2)CC1
  0%	15%	-5%	0.3%	2%	0.3%	8.5%	-13%	-9%
- C=CCn1c(C(C)(C)C)nc2ccccc21
  -3%	-4%	-26%[20 µM]	0.4%	4%	-0.1%	0.0%	-12%	-13%
- COc1ccc(-c2cc(C(=O)OCC(=O)c3cccc([N+](=O)[O-])c3)c3cc(C)ccc3n2)cc1
  4%	19%	16%	0.8%	9%	0.9%	10%	-26%	-16%
- Cc1nc(N2CCc3ccccc3C2)[nH]c(=O)c1Cc1ccccc1
  8%	21%	19%[20 µM]	-0.1%	-7%	-0.1%	-2.6%	-3%	9%
- O=C(NCCc1ccc(F)cc1)c1n[nH]c2ccccc12
  2%	1%	-30%	0.0%	3%	-0.1%	2.7%	-21%	5%
- COc1ccccc1N1CCN(C(=O)c2cc(-c3cccs3)on2)CC1
  4%	1%	15%	0.9%	4%	0.2%	-1.9%	-38%	6%
- O=C(O)COc1ccccc1-c1nc(-c2ccccc2)c(-c2ccccc2)[nH]1
  12%	13%	-21%	21%	4%	-0.2%	4.5%	-24%	3%
- CC1(C)CC(=O)NC=C(c2ccccc2)C1
  7%	-4%	-28%	-0.6%	2%	0.4%	-2.0%	-10%	12%
- Cc1ccc(S(=O)(=O)N(C)c2ccccc2C(=O)Nc2c(F)cccc2F)cc1
  11%	-4%	-16%	1.9%	0%	0.3%	2.5%	9%	15%
- Nc1nnc(N2CCCCCC2)s1
  -1%	12%	22%	-0.5%	-11%	0.0%	-6.2%	-5%	5%

# Other records follow.
# Below each compound: GPR55 LPI antagonism	AID2073	KOR beta-arrestin-1	HIV peptide binding	Siah-1 displacement	GPR55 beta-arrestin	KOR beta-arrestin-2	NOD1 NF-kB reporter	GPR35 arrestin U2OS
- Cc1nc(Nc2nc(CSc3nc4ccccc4[nH]3)cc(=O)[nH]2)nc2ccccc12
  0%	38%	-8%	0.6%	14%	-0.1%	6.1%	-6%	0%
- O=C(Nc1ccc(F)cc1)C(c1ccccc1)N1CCN(S(=O)(=O)c2ccccc2)CC1 (configuration not stated)
  2%	5%	29%	3.9%	4%	0.2%	3.8%	-24%	-14%
- N#C/C(=C\c1ccccc1)C(=O)N1CCN(c2ccccc2F)CC1
  -4%	1%	-73%	1.4%	5%	-0.4%	3.5%	-33%	23%
- CCn1ncc([N+](=O)[O-])c1C(=O)Nc1c(C)cccc1C
  0%	-1%	-18%	1.4%	4%	-0.2%	2.1%	30%	-5%
- C=C(C)Cn1c(C2CC(=O)N(c3ccccc3F)C2)nc2ccccc21 (configuration not stated)
  13%	1%	15%	1.1%	-1%	-0.2%	-0.6%	-18%	2%
- N#CCCN1CCN(Cc2ccccc2)CCC1=O
  -3%	0%	-24%[20 µM]	-0.8%	-3%	0.0%	-4.7%	6%	-3%
- Cc1nn(C)c(Cl)c1C(=O)NCC(=O)NCc1ccccc1
  10%	-6%	7%	-1.6%	-4%	-0.3%	-4.3%	6%	18%
- CCOc1ccc(N)cc1OC
  -12%	-9%	14%	0.9%	2%	-0.2%	1.0%	-31%	3%
- O=C1c2ccccc2C(=O)N1Cc1cccnc1
  -1%	-24%	-52%[20 µM]	-0.3%	-4%	-0.2%	x	-44%	-4%
- Cc1ccc(N(C(=O)CNC(=O)c2ccco2)C(C(=O)NC2CCCCC2)c2cccnc2)c(C)c1 (configuration not stated)
  5%	-3%	-11%	1.4%	0%	-0.2%	-2.4%	-32%	-9%
- COc1cccc(N2CCN(c3ccc4nnc(CCC(=O)Nc5ccc(C)cn5)n4n3)CC2)c1
  23%	-6%	-3%	-0.9%	17%	0.2%	-0.1%	-31%	-5%
- CC1CN(CC(=O)NCc2ccccc2)CC(C)O1 (configuration not stated)
  2%	8%	-59%[20 µM]	1.0%	4%	-0.4%	-1.5%	-29%	-11%
- COc1ccc(C2c3cc(OC)c(OC)cc3CCN2C(=O)c2ccccc2)cc1OC (configuration not stated)
  -6%	-9%	-15%[20 µM]	-0.9%	1%	-0.3%	0.4%	-32%	17%
- O=C(NCCc1ccccn1)c1ccc(S(=O)(=O)N2CCCCCC2)cc1
  -6%	-13%	-8%	10%	5%	-0.1%	-1.7%	-7%	17%
- CCN(C(=O)Cc1c(C(=O)O)[nH]c2ccccc12)c1cc(OC)ccc1OC
  4%	-4%	-34%	9.3%	-1%	-0.1%	2.2%	-17%	19%

# (next part)
# Below each compound: GPR55 LPI antagonism	AID2073	KOR beta-arrestin-1	HIV peptide binding	Siah-1 displacement	GPR55 beta-arrestin	KOR beta-arrestin-2	NOD1 NF-kB reporter	GPR35 arrestin U2OS
- O=C(COC(=O)c1ccc2ccccc2c1O)NCC(F)(F)F
  5%	-2%	14%	-1.1%	7%	-0.2%	2.9%	3%	2%
- O=C(N/N=C/c1cc(Br)ccc1O)C(c1ccncc1)N1CCOCC1 (configuration not stated)
  -9%	13%	5%	1.7%	1%	0.1%	4.1%	13%	11%
- COc1ccc(N2C(=O)C(CN3CCN(C)CC3)C2c2ccccc2)cc1 (configuration not stated)
  -7%	14%	-2%[20 µM]	1.1%	2%	-0.1%	-6.6%	-19%	-21%
- CCCc1ccc2oc(C(=O)NCCCN3CCOCC3)c(C)c2c1
  12%	-2%	2%	1.5%	6%	0.0%	-4.2%	-53%	1%
- CCc1sc(C(=O)Nc2ncccc2C)cc1C
  -1%	11%	-53%	0.6%	0%	-0.4%	6.0%	-20%	11%
- CSC1=NC2(CCCCC2)CC12C=CC(=O)C=C2
  4%	6%	2%	1.5%	9%	-0.4%	-3.4%	1%	-13%
- CCCN1CCN(C(=O)c2ccc3nc(CC)c(CC)nc3c2)CC1
  3%	0%	-6%	-0.9%	-1%	-0.1%	-4.7%	-1%	-6%
- CC(c1ccccc1F)n1cc(C(=O)NCCCc2nc3ccccc3[nH]2)nn1 (configuration not stated)
  9%	6%	-11%[20 µM]	0.4%	3%	-0.1%	-6.8%	-23%	21%
- CCC1CCCCN1C(=O)c1cc2c(=O)n3cccc(C)c3nc2s1 (configuration not stated)
  -7%	24%	-27%	0.5%	-5%	0.3%	6.6%	36%	0%
- Fc1ccc(C(c2nnnn2Cc2ccccc2)N2CCSCC2)cc1 (configuration not stated)
  14%	-10%	-2%	0.8%	7%	0.2%	12%	-6%	16%
- COc1ccccc1NC(=O)Cn1cc(C(=O)C(=O)N2CCOCC2)c2ccccc21
  -13%	11%	-19%	0.5%	-2%	-0.1%	-1.5%	-22%	3%
- O=C(NNC(=O)c1ccccc1O)c1cccc(Br)c1
  -4%	10%	-55%[20 µM]	8.2%	-2%	0.5%	-1.7%	-36%	4%
- COc1cc(/C=C/c2cc(C(=O)O)c3ccccc3n2)cc(OC)c1O
  11%	-7%	-7%[20 µM]	18%	13%	0.2%	-3.9%	-26%	6%
- CCCCN(C)C(=O)C1CCN(Cc2ccc(OCc3ccccc3)cc2)CC1
  -2%	1%	3%	1.2%	3%	-0.2%	6.3%	-7%	-8%
- O=C1NC[C@H](Cc2ccccc2)N(CC2CCCCC2)C1=O
  4%	6%	1%	-0.5%	32%	0.6%	-2.3%	1%	-1%

# Going on with the list.
# Below each compound: GPR55 LPI antagonism	AID2073	KOR beta-arrestin-1	HIV peptide binding	Siah-1 displacement	GPR55 beta-arrestin	KOR beta-arrestin-2	NOD1 NF-kB reporter	GPR35 arrestin U2OS
- CCOc1ccc(CCNC(=O)CS(=O)(=O)Cc2nc(-c3ccccc3F)oc2C)cc1
  -4%	3%	8%	-0.7%	8%	1.0%	0.7%	15%	-4%
- Cc1ccc(S(=O)(=O)n2c3ccc(F)cc3c3nc(C)sc32)cc1
  2%	-8%	-19%	1.3%	-3%	0.1%	3.3%	-11%	-2%
- COc1ccc(OC)c(S(=O)(=O)N2CCC(C(=O)NC3CC3)CC2)c1
  -7%	2%	-17%	-0.4%	-4%	0.3%	8.1%	-22%	-8%
- O=C(C1=C(O)C(=O)N(CCCN2CCOCC2)C1c1ccncc1)c1cc2ccccc2o1 (configuration not stated)
  10%	6%	-17%	2.6%	6%	0.1%	0.9%	-18%	-4%
- CCn1nc(CC(=O)Nc2ccc(-n3cnnn3)c(OC)c2)c2ccccc2c1=O
  29%	2%	13%	-3.1%	0%	-0.1%	-1.7%	-20%	8%
- O=C(COc1ccc(Br)cc1F)NC1CCN(Cc2ccccc2)CC1
  16%	1%	-24%	-1.3%	-1%	0.3%	4.3%	-12%	-4%
- CCOc1cc(C(=O)N=c2sccn2C)cc(Br)c1OC
  8%	12%	-9%	-0.3%	4%	-0.1%	-0.4%	-16%	-3%
- O=C(COC(=O)C1(c2ccc(Cl)cc2)CCCC1)NC1CCS(=O)(=O)C1 (configuration not stated)
  -9%	-9%	-16%	-0.8%	2%	-0.1%	4.2%	7%	17%

# Copied from the results shown for reference:
# Below each compound: GPR55 LPI antagonism	AID2073	KOR beta-arrestin-1	HIV peptide binding	Siah-1 displacement	GPR55 beta-arrestin	KOR beta-arrestin-2	NOD1 NF-kB reporter	GPR35 arrestin U2OS
- O=C(Nc1ccnc(-c2ccncc2)n1)c1ccc(Cl)cc1
  -4%	8%	-84%[20 µM]	2.0%	-2%	0.2%	1.5%	-12%	-6%
- CCc1nnc(NC(=O)CSc2nnc(-c3ccco3)n2CC)s1
  -1%	12%	25%	-0.1%	6%	0.2%	6.1%	16%	-11%
- O=C(O)Cn1c(O)c(C2=c3ccccc3=NC2=O)sc1=O
  7%	20%	4%	-3.9%	-3%	0.0%	-3.0%	-1%	0%
- Nc1nonc1C(=O)NCCNS(=O)(=O)c1ccc(Br)cc1
  4%	6%	-78%	1.4%	4%	0.1%	-1.7%	0%	-10%
- O=C(CSc1nc2ccccc2s1)NNC(=S)Nc1ccccc1
  8%	-18%	-10%	-3.1%	-4%	1.3%	4.5%	44%	4%

# These rows are one share of the data; count on the stated rates, not on these rows.
